# G9a inh: qHTS Assay for Inhibitors of Histone Lysine Methyltransferase G9a. Histone-lysine N-methyltransferase EHMT2 (Homo sapiens), Q96KQ7. hit rate 8.8% among 350,000. AID 504332, 2011. G9a H3K9 monomethylation, AlphaScreen, 2 h. Potency, µM (highest dose often 102 µM), for the others: top-dose activity, negative = inhibition, usual class: inhibitors; also: % is scaled to controls: 0 for no effect and ±100 for the full control effect; nearly all actives have a fitted effect of over 75% in size
#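 AlphaScreen read-out: biotin-H3K9 peptide (500 nM) methylation by 20 nM enzyme with 20 uM SAM, 2 h at room temperature after 15 min compound preincubation; anti-monomethyl H3K9 antibody plus donor/acceptor beads, 10 min dark.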
# Pin1 inhibitor: qHTS Assay to Find Inhibitors of Pin1. Peptidyl-prolyl cis-trans isomerase NIMA-interacting 1 (Homo sapiens), Q13526. Pin1 FP peptide displacement, HiFluor488, 10 min. Potency, µM (series often up to 115 µM), for the others: at the highest dose activity, negative = inhibition, most hits filed as inhibitors. hit rate 0.009% among 390,000. AID 504891, 2011; active = well fitted inhibition curve with a large enough effect in the polarisation, with a control signal flat, not every such curve was filed as active; inconclusive = small, poorly fitted or top-dose-only effect, or effect the other way, or a change in a side signal; inactive = no such curve, though single readings can be large or run the other way; the % refers to the polarisation; also: % is scaled to controls: 0 for no effect and ±100 for the full control effect
# BLM inh: qHTS Assay for Inhibitors of Bloom's syndrome helicase (BLM) | recombinant BLM DNA unwinding, fluorescence dequenching | Potency, µM (doses to about 56.1 µM), for inactives: top-dose activity change, negative = inhibition, most hits filed as inhibitors | hit rate 0.2% among 350,000;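 also: plate controls were vehicle for no effect and no enzyme for full effect; nearly all actives have a fitted effect of over 35% in size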
# POLI inh: qHTS for Inhibitors of Polymerase Iota. Potency, µM (highest dose often 115 µM), for inactives: top-dose activity, negative = inhibition, hits mostly inhibitors. hit rate 1% among 390,000. Pol iota fluorescent replication assay, 10 min. DNA polymerase iota (Homo sapiens), Q9UNA4
#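 Fluorescent replication assay read twice, at 0 min and 10 min after adding 50 nM (final) substrate. Enzyme (10 nM) and compounds were first incubated 15 min at room temperature; enzyme-free buffer wells were negative controls.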
# JMJD2A Tudor inh: qHTS Assay for Inhibitors of JMJD2A-Tudor Domain; Potency, µM (highest dose often 114 µM), inactives show top-dose activity change, negative = inhibition, actives largely listed as inhibitors; hit rate 4.4% among 390,000; AlphaScreen JMJD2A-Tudor / H3K4me3 peptide binding; also: % is scaled to controls: 0 for no effect and ±100 for the full control effect; nearly all actives have a fitted effect of over 50% in size
# HP1b binding inh: HTS for Inhibitors of HP1-beta Chromodomain Interactions with Methylated Histone Tails; Chromobox protein homolog 1 (Homo sapiens), P83916; AlphaScreen HP1-beta / biotin-H3K9me3 peptide binding; Potency, µM (doses to about 114 µM), without a hit: at the highest dose activity change, negative = inhibition, most hits filed as inhibitors; hit rate 0.56% among 390,000; also: nearly all actives have a fitted effect of over 70% in size; inactives centre near 23
#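 AlphaScreen: HP1-beta (50 nM) preformed 30 min with biotin-H3(1-18)K9me3 peptide (50 nM) in PBS pH 7.4, 0.01% Tween-20. Compound added for 30 min at RT, then streptavidin donor/nickel chelate acceptor beads (10 ug/mL) for 30 min.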
# BAZ2B inh: qHTS Assay for Inhibitors of BAZ2B; hit rate 4.4% among 360,000; Bromodomain adjacent to zinc finger domain protein 2B (Homo sapiens), Q9UIF8; AlphaScreen BAZ2B-H3K14Ac peptide displacement; Potency, µM (highest dose often 114 µM), for inactives: at the top dose activity change, negative = inhibition, most hits filed as inhibitors; AID 504333, 2011; also: % is scaled to controls: 0 for no effect and ±100 for the full control effect; nearly all actives have a fitted effect of over 60% in size
#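 BAZ2B (50 nM) with biotin-H3(5-23)K14Ac peptide (50 nM) in PBS pH 7.4, 0.01% Tween-20, preformed 30 min, then compound 30 min at room temperature; top concentration 110uM. AlphaScreen streptavidin donor/nickel chelate acceptor beads (10 ug/mL final), 20 min dark, signal read.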
# PGK inhibitor: qHTS Assay to Find Inhibitors of Phosphoglycerate Kinase. Phosphoglycerate kinase, glycosomal (Trypanosoma brucei brucei), P07378. PGK/GAPDH coupled, Kinase-Glo luminescence, 60 min. Potency, µM (titrated, usually from 57.5 µM), inactives show top-dose activity change, negative = inhibition, usual class: inhibitors. hit rate 0.043% among 380,000. AID 602233, 2012; also: % is scaled to controls: 0 for no effect and ±100 for the full control effect; nearly all actives have a fitted effect of over 60% in size
#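 Recombinant glycosomal PGK reaction used 1,3-bisphosphoglycerate generated in-well by GAPDH (100nM final) in 100mM TEA pH 7.6, 5mM MgCl2, 0.01% Tween-20. After 60 minutes at room temperature, ATP was read by Kinase-Glo Plus luminescence end-point.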
# GLS inh: qHTS for Inhibitors of Glutaminase (GLS); Potency, µM (titrated, usually from 45.5 µM), without a hit: at the top dose activity change, negative = inhibition, hits mostly inhibitors; hit rate 0.21% among 410,000; GLS enzymatic activity, qHTS titration; Glutaminase kidney isoform, mitochondrial (Homo sapiens), O94925; also: % is scaled to controls: 0 for no effect and ±100 for the full control effect
#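 hKGA in 45 mM KH2PO4 (pH 8.2), 0.02% Tween-20 with compound, then 1mM L-Glutamine (stock as added) plus glutamate oxidase/HRP/Amplex red coupling mix. Fluorescence read initially and after 30 min at RT; signal change reflects glutamate formation.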
# An asterisk follows results filed as active; i = inactive; ? = inconclusive; . = no result given; [ ] = dose if it differs, or a comment. Unless noted, calls follow the shape of the dose curve; as a rule, active = well fitted curve in the direction sought with a large enough effect; inconclusive = small, poorly fitted or top-dose-only effect, or another doubt; inactive = no such curve, though single readings can be large; an effect the other way counts as inactive or inconclusive. Potency is read from the fitted curve at half-maximal effect. The list is partial; count on the stated rates, not on these rows.
SMILES,G9a inh,Pin1 inhibitor,BLM inh,POLI inh,JMJD2A Tudor inh,HP1b binding inh,BAZ2B inh,PGK inhibitor,GLS inh
CC(=O)c1cccc(CN2CCC(n3nccc3NC(=O)CCCc3ccccc3)CC2)c1,28%,-8%,0%,12%,-12%,16%,-17%,16%,1%
COc1ccc(-c2[nH]c(-c3ccc(C)cc3)nc2SCC(=O)NCC2CCCO2)cc1 (configuration not stated),?,-1%,-7%,-1%,?,-18%,?,i,-8%
CCC(NC(=O)c1ccccc1NC(=O)c1ccccc1)C(=O)NNC(=O)CSc1nc2ccccc2o1 (configuration not stated),10%[59 µM],6%,-4%,49%[activator],-24%,5%,4%,i,-1%
CCOC(=O)c1ccc2nc(C)cc(Nc3ccc(OC(C)C)cc3)c2c1,-39%[59 µM],-1%,4%,11%,-16%,27%,-13%,i,12%
COc1ccc(C(O)c2nccn2Cc2ccccc2)cc1OC (configuration not stated),-38%[12.7 µM],-1%,-3%,19%,-17%,31%,-1%,.,-5%
CN(C)c1ccc(NC(=O)CSC2=Nc3ccccc3C3=NC(CC(=O)NCc4ccc5c(c4)OCO5)C(=O)N23)cc1 (configuration not stated),?,?,3%,?,?,-17%,?,-1%,?
CCOC(=O)C1CCN(C(=O)CCc2ccc(S(=O)(=O)NCC(C)C)cc2)CC1,39%,-8%,1%,?,3%,34%,0%,-14%,8%
COc1ccc(C(=O)N(CC2CCCO2)C(C(=O)NCCC(C)C)c2ccc(C)cc2)cc1OC (configuration not stated),13%[59 µM],1%,4%,-7%,11%[57.1 µM],39%,-6%,i,-1%
COc1ccc(NC(=O)C2C3C=CC(O3)C2C(=O)O)cc1 (configuration not stated),40µM*,2%,4%,-9%,-18%,25%,-1%,-7%,11%
Brc1ccc(-c2c(-c3ccsc3)sc3ccccc23)cn1,3%[0.501 µM],5%,.,18%,39%[activator],84%[activator],-4%,-6%,1%
Cc1ccc(C(c2sc3nc(-c4ccco4)nn3c2O)N2CCCC2)cc1 (configuration not stated),-8%[59 µM],-8%,0%,10%,-19%,8%,-21%,8%,19%
COc1ccccc1OCCn1c(COc2cc(C)ccc2C)nc2ccccc21,?,-9%,0%,14%,-14%,13%,-1%,.,-1%
COc1cccc(/C=C/C(=O)OCCN2C(=O)c3ccccc3C2=O)c1,67%[activator],-1%,-7%,?,34%,59%[activator],18%,-4%,-1%
CCc1ccccc1NC(=O)CSc1nc2n[nH]c(C)c2c(=N)n1-c1cccc(C)c1,3%[59 µM],6%,1%,-7%,-2%,51%[activator],8%,-3%,-12%
C=CCOc1cccc(NC(=O)c2ccccc2SC)c1,-42%,1%,-4%,-2%,-21%,11%,-1%,-7%,44%[activator]

# Shown bar-delimited: three of the compounds above
compound | G9a inh | Pin1 inhibitor | BLM inh | POLI inh | JMJD2A Tudor inh | HP1b binding inh | BAZ2B inh | PGK inhibitor | GLS inh
CCC(NC(=O)c1ccccc1NC(=O)c1ccccc1)C(=O)NNC(=O)CSc1nc2ccccc2o1 (configuration not stated) | 10%[59 µM] | 6% | -4% | 49%[activator] | -24% | 5% | 4% | i | -1%
CCOC(=O)c1ccc2nc(C)cc(Nc3ccc(OC(C)C)cc3)c2c1 | -39%[59 µM] | -1% | 4% | 11% | -16% | 27% | -13% | i | 12%
COc1ccc(C(O)c2nccn2Cc2ccccc2)cc1OC (configuration not stated) | -38%[12.7 µM] | -1% | -3% | 19% | -17% | 31% | -1% | . | -5%

# (list continues)
SMILES,G9a inh,Pin1 inhibitor,BLM inh,POLI inh,JMJD2A Tudor inh,HP1b binding inh,BAZ2B inh,PGK inhibitor,GLS inh
CC(=O)c1cccc(NC(=O)CN(c2ccccc2F)S(C)(=O)=O)c1,-30%[59 µM],-2%,1%,15%,-15%,13%,0%,i,1%
COc1cc(COc2ccc3c(C)c(Cc4ccccc4)c(=O)oc3c2C)cc(OC)c1OC,.,10%,-8%,35%[activator],-1%,38%,8%,-4%,-5%
Cc1oc2c(C)c3oc(=O)c4c(c3cc2c1C)CCCC4,-6%[59 µM],-5%,-1%,-15%,-9%,58%[activator],-34%,.,0%
O=C(O)Cc1sc(NCc2ccco2)nc1-c1ccccc1,.,10%,-6%,73%[activator],-25%,12%,?,-8%,1%
Cc1ccc(SCC(=O)Nc2cc([N+](=O)[O-])ccc2O)cc1,0%,5%,0%,37%[activator],-19%,14%,-31%,-3%,10%
COCCCN(C(=O)Cc1ccc(S(=O)(=O)N2CCOCC2)s1)c1c(N)n(Cc2ccccc2)c(=O)[nH]c1=O,.,0%,.,-5%,-11%,26%,.,i,-2%
CCOC(=O)c1c(Nc2ccc(C)cc2)nnc(-c2ccccc2)c1-c1ccccc1,2.2µM*,4%,-14%,-3%,?,-18%,?,-3%,5%
Cc1cc(=O)n(C)c(=O)n1CCCCCN1CCCC1,?,6%,-2%,18%,2.5µM*,?,50µM*,i,8%
CCCOCC1CC(CCc2nc(=S)[nH][nH]2)C(=O)O1 (configuration not stated),1.8µM*,-9%,1%,20%,5µM*,?,-2%,0%,-26%
CC1=C(C#N)C(c2ccc(O)cc2)C2=C(CC(C)(C)CC2=O)N1 (configuration not stated),15%[59 µM],17%,2%,32%[activator],-1%,45%[activator],4%,4%,10%
CN(CC(=O)Nc1ccccc1Cl)C(=O)COC(=O)c1ccccc1[N+](=O)[O-],-49%,-6%,.,2%,-12%,11%,3%,-10%,-3%
O=C1COc2ccc(C(=O)COc3ccc(Cl)cc3Br)cc2N1,-11%,-4%,.,1%,-6%,31%,4%,6%,-7%
O=C(O)c1cccc(Nc2ncnc3c2cnn3-c2ccccc2)c1,10%[2.33 µM],-1%,-1%,6%,-13%,21%,-34%,-6%,11%
NS(=O)(=O)c1ccc(NC(=O)c2cccc(Cl)c2)cc1,-4%,-3%,-6%,38%[activator],-18%,-21%,-3%,-10%,-4%
Fc1ccc(OCCCCN2CCOCC2)cc1,-6%[59 µM],7%,-3%,75%[activator],-5%,23%,-11%,7%,6%
O=C(COC(=O)c1ccccc1Nc1ccccc1)c1ccccc1,313%[activator],-1%,-10%,6%,87%[activator],202%[activator],96%[activator][57.1 µM],i,8%
COc1cc(OC)cc(C(=O)NCC(=O)N2CCCCCCC2)c1,12%[12.7 µM],4%,.,35%[activator],-4%,27%,0%,4%,0%
CCOc1ccc(-n2c(SCC(=O)NCc3ccco3)nc3c(c2=O)SCC3)cc1,-9%[59 µM],4%,-4%,-3%,-16%,18%,3%,5%,4%
Cc1nc(SCC(=O)c2cccc([N+](=O)[O-])c2)n[nH]1,?,-2%,-3%,7%,40µM*,?,-8%,4%,15%
Cc1onc(-c2ccccc2)c1CNC(=O)Nc1ccc(F)cc1F,29%,2%,-3%,2%,?,-5%,2%,-8%,22%
Cc1cc(Br)ccc1SCC(=O)OCC(=O)Nc1ccc2[nH]c(=O)[nH]c2c1,?,6%,.,-5%,-13%,23%,8%,-3%,-3%
CCN1CCN(C(=O)c2cccc(OC3CCN(S(C)(=O)=O)CC3)c2)[C@@H](C)C1=O,13%,-8%,1%,11%,3%,15%,-3%,13%,6%
Cn1c(=O)cc(OCC(=O)Nc2ccccn2)c2ccccc21,?,-2%,1%,16%,-16%,14%,-24%,-2%,4%
O=c1c2ccccc2nc(SCc2ccncc2)n1CC1CCCO1 (configuration not stated),0%,4%,1%,101%[activator],-5%,48%,1%,i,-16%
O=C(c1ccc2[nH]c(=O)c(=O)[nH]c2c1)N1CCc2ccccc2C1,51%[activator],-7%,-8%,54%[activator],-9%,9%[57 µM],-5%[57.1 µM],-8%,-16%
Cc1ccc(S(=O)(=O)NC(=O)Nc2cc(C)ccc2F)cc1,9%[59 µM],4%,-3%,3%,-12%,27%,-16%,-3%,4%
CC(C)N(c1nnc(N)s1)C(C)C,6%[59 µM],-1%,1%,32%[activator],-6%,29%,7%,7%,14%
CCCCn1c(SCC(=O)Nc2cc(C)on2)nc2ccsc2c1=O,-36%[59 µM],-1%,-2%,11%,-22%,21%,10%,i,-14%
Cc1ccccc1NC(=S)N1CCCC(c2nc3ccccc3[nH]2)C1 (configuration not stated),-20%,-5%,-1%,98%[activator],-5%[57.1 µM],44%[activator],-23%,6%,0%
Cc1c(-c2ccc(Br)cc2)[n+](=O)c2c(n1[O-])CCCCC2,.,7%,-3%,1%[58.9 µM],-10%,6%,-2%,-7%,2%
O=C(COc1ccc2ccccc2c1)N/N=C/c1ccccn1,17%[0.501 µM],-1%,3%,80%[activator],?,?,9%,-17%,19%
Cc1cccc(NC(c2cccc(F)c2)c2ccc3ccc(C)nc3c2O)n1 (configuration not stated),?,5%,-3%,-17%,?,6%,?,-6%,0%
CC1CCc2sc3ncnc(N4CCOCC4)c3c2C1 (configuration not stated),11%[12.7 µM],-2%,-1%,6%,-4%,37%[activator],-2%,-9%,17%
Cc1cc(C)cc(SCc2noc(C(=O)NC(C)C)c2C(=O)O)c1,19%[0.501 µM],-2%,0%,23%,-15%,24%,-25%,-7%,8%
O=C(CNC(=O)c1ccccc1F)NCCc1ccc(Cl)cc1,9%,1%,-3%,-4%,-3%,35%,-18%,-8%,-11%
COc1ccc(Nc2c(-c3cccc(O)c3)nc3cnccn23)cc1,?,-7%,-3%,25%,?,-34%,?,-2%,35%[activator]
CCN1CCN(C(c2cccs2)C(C)NC(=O)C(=O)N2CCCCC2)CC1 (configuration not stated),-8%[0.0925 µM],-8%,1%,11%,-8%,18%,2%,-4%,5%

# Bioassay records: PubChem BioAssay, National Center for Advancing Translational Sciences (NCATS)
